ERK EGF block: inhibitors of EGF-stimulated ERK signaling pathway. HEK293-V1b, EGF-stimulated phospho-ERK AlphaScreen. Potency, µM (doses to about 11.5 µM), for the others: at the highest dose activity change, negative = inhibition, hits mostly inhibitors. actives 0.41% (n = 130,000); active = well fitted inhibition curve with a large enough effect; inconclusive = small, poorly fitted or top-dose-only effect, or effect the other way;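 note: plate controls were stimulated vehicle wells for no effect and unstimulated vehicle basal for full effect; nearly all actives have a fitted effect of over 55% in size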
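Compounds are titrated over HEK293-V1b cells kept overnight in 1% FBS. After 30 min at 37C, EGF (25 nM final) triggers ERK phosphorylation for 5 min, measured by AlphaScreen in lysates.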
* marks the source's active call; other numbers are inactive results; [ ] = dose if it differs, or a comment. Potency is the fitted concentration of half-maximal effect. Not all compounds are listed; the hit share may differ from the screen's.

Sample of the layout:
`Cn1c(=O)c2c(ncn2C[C@@H](O)CO)n(C)c1=O` gave ERK EGF block 15%[25.7 µM].
`CCn1ncc(/C=C/C(=O)C2CC2)c1C` gave ERK EGF block 9%.
For COC(=O)[C@@H](N)Cc1ccc(O)cc1 the results were ERK EGF block 1%.
`O=C1CC2CS(=O)(=O)CC2N1c1ccc(Cl)cc1Cl` (stereo not drawn) gave ERK EGF block -5%.

The list itself, from the start:
`Cn1c(=O)c2c(ncn2C[C@@H](O)CO)n(C)c1=O` gave ERK EGF block 15%[25.7 µM].
`CCn1ncc(/C=C/C(=O)C2CC2)c1C` gave ERK EGF block 9%.
For COC(=O)[C@@H](N)Cc1ccc(O)cc1 the results were ERK EGF block 1%.
`O=C1CC2CS(=O)(=O)CC2N1c1ccc(Cl)cc1Cl` (stereo not drawn) gave ERK EGF block -5%.
`COc1ccc(-c2nc3ccccn3c2C=O)cc1` gave ERK EGF block 6%.
For Cc1ccccc1-n1c(SCC(=O)N/N=C/C=C/c2ccccc2[N+](=O)[O-])nc2ccccc2c1=O the results were ERK EGF block 3%.
Screening COc1ccccc1C(=O)O/N=C(/c1ccncc1)c1ccc([N+](=O)[O-])cc1 returned ERK EGF block -1%.
`O=C1CCCC(O)=C1C=Nc1cccc(C(F)(F)F)c1` gave ERK EGF block -8%.
`Cc1cc(NC(=O)Nc2cccc3ccccc23)no1` gave ERK EGF block -6%[57.5 µM].
`O=C(Cn1cc(SCc2ccc(Cl)cc2)c2ccccc21)N1CCOCC1` gave ERK EGF block -7%.
For O=C(NCCNc1ccc([N+](=O)[O-])cc1)c1cccc2c(Br)cccc12 the results were ERK EGF block 3%.
For COC(=O)CCc1sc(Nc2ccc(Br)cc2)nc1-c1ccc(OC)cc1 the results were ERK EGF block -2%.
Screening CCc1c(C)sc2nc3c(C(=O)N4CCOCC4)cc(C(=O)c4ccccc4O)cn3c(=O)c12 returned ERK EGF block 0%.
CCN1C(=O)/C(=C2\SC(=S)N(NC(=O)c3ccccc3O)C2=O)c2ccccc21 was read as ERK EGF block -8%[57.5 µM].
Screening CC(=O)Oc1ccc(-c2cccc(C(=O)NCCCO)c2)cc1 returned ERK EGF block -13%.
Screening Cc1nn2cc(-c3ccc(Cl)cc3)cnc2c1Cl returned ERK EGF block -3%.
CCC(C)c1ccccc1NC(=O)COC(=O)c1ccc(N2CCCC2)c([N+](=O)[O-])c1 (stereo not drawn) was read as ERK EGF block 4%.
For CCCCC(=O)Nc1nc2ccc(C(=O)OC)cc2s1 the results were ERK EGF block -9%.
C[N+]12CCC(CC1)[C@@H](OC(=O)C(O)(c1ccccc1)c1ccccc1)C2 was read as ERK EGF block -2%[25.7 µM].
`C=CCn1c(C)cc(C(=O)Cn2nc(C(=O)O)c3ccccc3c2=O)c1C` gave ERK EGF block inconclusive.
COCc1cc(C)nc(OCC(=O)N/N=C/c2ccco2)c1C#N was read as ERK EGF block 9%.
`C/C(=N\NC(=O)c1ccc2c(c1)OCO2)c1ccc(O)cc1` gave ERK EGF block 8%[57.5 µM].
Screening O=C(N=Nc1c(O)[nH]c2ccccc12)c1cccc(S(=O)(=O)N2CCCCC2)c1 returned ERK EGF block 16%.
For Cc1ccccc1OCCSCc1nc2ccccc2[nH]1 the results were ERK EGF block 2%.
For O=C(Nc1cccc(F)c1)NC1(C(=O)N2CCN3CCCC3C2)CCCCC1 (stereo not drawn) the results were ERK EGF block -10%.
Screening COc1ccc2c(c1)C(C)=CC(C)(C)N2C(=O)Nc1ccccc1 returned ERK EGF block inconclusive.
`CC(C)(C)OC(=O)N/N=C/c1ccc(C(=O)O)cc1` gave ERK EGF block 6%.
CCn1c(C)nc2cc(C(=O)NNC(=S)Nc3ccc(C)cc3)ccc21 was read as ERK EGF block -14%[57.5 µM].
`CCN(C(=O)CSc1n[nH]c(-c2cccs2)n1)C1CCS(=O)(=O)C1` (stereo not drawn) gave ERK EGF block 15%[57.5 µM].
CCOc1ccc(-n2nc3c(=O)[nH]nc(C)c3c2C)cc1 was read as ERK EGF block -1%.
Screening Cc1cnnn1-c1cccc([N+](=O)[O-])c1 returned ERK EGF block -1%.
Screening CC1CC(C)CN(CCOCCSc2ccc(Cl)cc2)C1 (stereo not drawn) returned ERK EGF block 3%.
Cc1ccc(NC(=O)c2ccc(OC(=O)COc3ccc(Cl)cc3C)cc2)cc1 was read as ERK EGF block -4%.
CCOc1ccc(CC(=O)N2CCN=C2SCc2ccc([N+](=O)[O-])cc2)cc1 was read as ERK EGF block 2%.
Screening CC(=O)c1ccc(NC(=O)/C(=C\c2cccs2)NC(=O)c2ccco2)cc1 returned ERK EGF block 0%.
CCn1c(SCc2ccc([N+](=O)[O-])cc2)nnc1C(C)NC(=O)c1ccc(C)cc1 (stereo not drawn) was read as ERK EGF block -10%.
Screening O=C(O)C1CCCCC1C(=O)NC(c1ccccc1)c1ccccc1 (stereo not drawn) returned ERK EGF block -4%[57.5 µM].
`Oc1ccccc1N=Cc1c(O)ccc2ccccc12` gave ERK EGF block 6%[57.5 µM].
`Cc1ccc(Cl)cc1NC(C#N)c1ccccc1` (stereo not drawn) gave ERK EGF block 2%[57.5 µM].
For O=C(CN1CCCCCC1)Nc1cccc([N+](=O)[O-])c1 the results were ERK EGF block -16%.
`Cn1c(=O)c2ncn(CC(=O)N/N=C/c3ccco3)c2n(C)c1=O` gave ERK EGF block -7%.
Cc1ccc2c(c1)C(=O)OC1(O)C3C4C=CC(C4)C3C(=O)N21 (stereo not drawn) was read as ERK EGF block -13%[57.5 µM].
For CCOc1ccc(N2C(=O)CN(C)C2=S)cc1 the results were ERK EGF block 1%.
CN(C)/C=C/C(=O)c1cnc2n(c1=O)CCS2 was read as ERK EGF block 9%.
CCOC(=O)C1(Cc2ccccc2)CCCN(Cc2ccc(OCCO)cc2)C1 (stereo not drawn) was read as ERK EGF block 29%.
O=C(/C=C/c1cccc(Br)c1)Nc1nn[nH]n1 was read as ERK EGF block -3%[57.5 µM].
Screening Cc1ccc(S(=O)(=O)Cn2nnnc2C(c2ccccc2)N2CCN(c3ccccc3)CC2)cc1 (stereo not drawn) returned ERK EGF block -4%.
`Cc1ccc(-c2cc(C(=O)O)c3sc(N4CCCCC4)nc3n2)cc1` gave ERK EGF block 3%.
COc1ccc(CC(=O)Nc2cccc(-c3ccc4nnc(C)n4n3)c2)cc1 was read as ERK EGF block 5%.
Screening COc1ccc(CCNC(=O)C2CCN(S(=O)(=O)c3ccc(Cl)cc3)CC2)cc1OC returned ERK EGF block -2%.
`CS/C(=N\N(C)C(N)=O)c1ccccc1` gave ERK EGF block -2%.
Screening NC(=O)Cc1ccc2c(c1)[nH]c1ccccc12 returned ERK EGF block -3%[57.5 µM].
COc1ccccc1NC(=O)C(C)Nc1ccc(C)c(Cl)c1 (stereo not drawn) was read as ERK EGF block 16%.
CC(C)(C)OC(=O)NCCCC1=CC2=CC(=O)C(C)(OC(=O)C3CCCC3)C(=O)C2=CO1 (stereo not drawn) was read as ERK EGF block -4%.
For CCOCC(=O)OCC(=O)Nc1cc(OC)c([N+](=O)[O-])cc1C the results were ERK EGF block -1%.
`O=C(O)CC(NC(=O)C1c2ccccc2Oc2ccccc21)c1ccc(Cl)cc1` (stereo not drawn) gave ERK EGF block 10%.
CCN1CCN(CCCNC(=O)CCc2nc(-c3ccc(OC)cc3)no2)CC1 was read as ERK EGF block 6%.
Screening CC(C)Oc1ccc(C(=O)NC(=S)Nc2ccc(Cl)c(C(=O)O)c2)cc1 returned ERK EGF block -8%[57.5 µM].
NC(=S)C1COc2ccccc2O1 (stereo not drawn) was read as ERK EGF block -3%[57.5 µM].
For CS(=O)(=O)Nc1ccc(C(=O)Nc2ccccc2Cl)cc1 the results were ERK EGF block 2%.
CCS(=O)(=O)n1nc(-c2ccc(Cl)cc2)nc1SCc1ccccc1 was read as ERK EGF block 2%.
For CCOC(=O)c1c(-c2ccccc2Cl)csc1NC(=O)c1cc(S(=O)(=O)N2CCOCC2)ccc1C the results were ERK EGF block 3%.
For CC(C)(C)C(=O)Nc1cc(C(F)(F)F)ccc1N1CCOCC1 the results were ERK EGF block 10%.
Screening O=C(c1ccco1)N1CCC[C@@]2(CCN(c3ccccc3)C2)C1 returned ERK EGF block inconclusive.
For COc1ccc(S(=O)(=O)NCCN2CCNC2=O)cc1OC the results were ERK EGF block -15%[57.5 µM].
O=C(COC(=O)CCc1c[nH]c2ccccc12)NC1CCS(=O)(=O)C1 (stereo not drawn) was read as ERK EGF block 11%.
Cc1ccc(Nc2nnc(SCC(=O)c3ccc(Br)s3)s2)c(C)c1 was read as ERK EGF block -2%.
For Cc1nc2c(-c3ccc(Cl)cc3)cnn2c2c1CCC2 the results were ERK EGF block inconclusive.
Screening Cc1ccc(S(=O)(=O)N(C)C)cc1NC(=O)c1n[nH]c(=O)c2ccccc12 returned ERK EGF block -5%[57.5 µM].
CCOC(=O)C1(Cc2ccccc2Cl)CCN(S(C)(=O)=O)CC1 was read as ERK EGF block -4%.
`C/C(=N/NC(=O)c1ccc(O)cc1)c1cccc([N+](=O)[O-])c1` gave ERK EGF block 4%.
Screening CC(=O)OCC1OC(Nc2cccc(C)c2)C(OC(C)=O)C(OC(C)=O)C1OC(C)=O (stereo not drawn) returned ERK EGF block -2%.
For COc1ccc(-c2noc(CCCC(=O)Nc3cccnc3)n2)cc1OC the results were ERK EGF block -1%[57.5 µM].
`CCN1CCN(C(=O)C2(NC(=O)Nc3cccc(F)c3)CCCCC2)CC1` gave ERK EGF block 3%.
C=CCNC(=S)NNC(=O)c1ccc(OCCC)cc1 was read as ERK EGF block 4%.
Screening COc1cc2cc(CN(CCCN3CCOCC3)Cc3nnnn3Cc3ccccc3)c(=O)[nH]c2cc1OC returned ERK EGF block -3%.
COc1ccc(C(=O)NCCN2C(=O)S/C(=C\c3cccnc3)C2=O)cc1[N+](=O)[O-] was read as ERK EGF block 15%[57.5 µM].
Screening N/C(=N\OC(=O)c1cccs1)c1cccc([N+](=O)[O-])c1 returned ERK EGF block 1%.
CC1(C)Cc2nc3sc(C(=O)NCCCO)c(N)c3cc2CS1 was read as ERK EGF block 0%.
`CC(=O)Nc1cc(NC(=O)C2C3C=CC(C3)C2C(=O)O)ccc1Cl` (stereo not drawn) gave ERK EGF block 4%.

Structural class: the entries above containing a cyano group
COCc1cc(C)nc(OCC(=O)N/N=C/c2ccco2)c1C#N was read as ERK EGF block 9%.
`Cc1ccc(Cl)cc1NC(C#N)c1ccccc1` (stereo not drawn) gave ERK EGF block 2%[57.5 µM].

The results go on.
For O=c1cc(-c2ccccc2O)oc2ccc3ccccc3c12 the results were ERK EGF block -9%.
For Nc1nc(Nc2ccccc2)nc2c1ncn2[C@@H]1O[C@H](CO)[C@H](O)[C@H]1O the results were ERK EGF block 2%.
Screening CC(C)c1nnc(NC(=O)CCC(=O)N2CCN(C3c4ccccc4-c4ccccc43)CC2)s1 returned ERK EGF block -1%.
`C=CCNC(=O)COc1cc(C)cc(C)c1C` gave ERK EGF block -31%.
O=C(CCl)NNC(=O)c1c(O)c2ccccc2[nH]c1=O was read as ERK EGF block 8%[57.5 µM].
NNC(=O)c1ccncc1 was read as ERK EGF block 7%.
Screening CC(C)(C)C(=O)NC(CC(=O)O)c1ccccc1 (stereo not drawn) returned ERK EGF block 5%.
Screening Cc1cc(C)c(/C=C(\C#N)S(=O)(=O)c2ccccc2)[nH]1 returned ERK EGF block -4%[57.5 µM].
Screening O=c1c2nccnc2[nH]c(=S)n1Cc1ccccc1 returned ERK EGF block -7%.
Screening O=C1c2cccnc2C(Nc2ccc(Cl)cc2)N1Cc1cccs1 (stereo not drawn) returned ERK EGF block 1%.
Screening C=CCNC(=S)NNC(=O)COc1ccc2cc(Br)ccc2c1 returned ERK EGF block 2%.
Screening CC(=O)Cc1nsc(Nc2ccc(Cl)cc2)n1 returned ERK EGF block 0%.
O=C(Nc1ccc2c(c1)OCO2)c1ccc(NC2CC2)c([N+](=O)[O-])c1 was read as ERK EGF block 25%.
For CCOC(=O)c1ccc(NC2Nc3cc(C)nn3S2)cc1 (stereo not drawn) the results were ERK EGF block 26%.
Screening Cc1ccccc1N(CC(=O)NC1CCCC1)C(=O)c1csnn1 returned ERK EGF block -7%.
`CCOc1ccc(S(=O)(=O)Nc2nccs2)cc1` gave ERK EGF block -1%.
`Cc1ccc(NC(=O)C(=O)NCC2OCCc3ccccc32)cc1` (stereo not drawn) gave ERK EGF block 3%.
`COc1ccc(NC(C)c2ccccc2)cc1` (stereo not drawn) gave ERK EGF block -7%.
COC(=O)C(CC(C)C)N1CCC(=O)c2ccccc2S1(=O)=O (stereo not drawn) was read as ERK EGF block 7%[57.5 µM].
For CC(C)CCNC(=O)NC(=O)COC(=O)C1=COCCO1 the results were ERK EGF block -1%[57.5 µM].
For O=C(NC(=S)Nc1ccc2c(c1)OCCO2)c1cccc2ccccc12 the results were ERK EGF block 9%.
For CC(C)Sc1n[nH]c(=O)n1-c1ccccc1 the results were ERK EGF block -2%[57.5 µM].
`CC[n+]1ccc(C[n+]2ccccc2)c2ccccc21` gave ERK EGF block -1%.

Reprinted at random: 6 records from the list
For CC(C)CCNC(=O)NC(=O)COC(=O)C1=COCCO1 the results were ERK EGF block -1%[57.5 µM].
For CC(C)Sc1n[nH]c(=O)n1-c1ccccc1 the results were ERK EGF block -2%[57.5 µM].
O=C(CCl)NNC(=O)c1c(O)c2ccccc2[nH]c1=O was read as ERK EGF block 8%[57.5 µM].
For CCOC(=O)c1ccc(NC2Nc3cc(C)nn3S2)cc1 (stereo not drawn) the results were ERK EGF block 26%.
Screening CC(C)(C)C(=O)NC(CC(=O)O)c1ccccc1 (stereo not drawn) returned ERK EGF block 5%.
O=C(Nc1ccc2c(c1)OCO2)c1ccc(NC2CC2)c([N+](=O)[O-])c1 was read as ERK EGF block 25%.

Bioassay records from PubChem BioAssay.
